Screens (PubChem)
TDP2 absorb – blocks human TDP2 phosphodiesterase activity; O95551; recombinant TDP2, T5PNP hydrolysis, p-nitrophenol absorbance 415 nm; inhibition, % at 12.8 µM; actives 0.34% (n = 370,000); AID 720702;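 active means inhibition above the mean of all tested compounds plus 3 SD, set per campaign, cut at about 25% in these data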;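 further: 0% = DMSO with enzyme and 100% = buffer with substrate but no TDP2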
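test system = human TDP2 enzyme | input = TDP2 enzyme at 120 nM final | medium = 50 mM Tris-HCl pH 7.5 with Mg2+, KCl, DTT, BSA | also added = T5PNP substrate, 5 mM | times = 2 h at 37 °C | technique = epi absorbance | benchmarks = high control without enzyme, low control DMSO plus TDP2 | replication = each compound tested once, singlicate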
UHRF1 binding – UHRF1 methyl-DNA binding inhibition; Q96T88; UHRF1 binding to methylated oligo, TR-FRET; inhibition, % at 4.4 µM; actives 0.75% (n = 370,000); in the data active means inhibition above about 21%;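 further: UHRF1 SRA domain binding a hemimethylated CpG hairpin DNA probe; 0% = median of test compound wells and 100% = reference inhibitor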
PRMT1 inh – inhibitors of human PRMT1 | Q99873 | recombinant PRMT1, activity-based probe fluorescence polarization | inhibition, % at 2.79 µM | actives 1.3% (n = 370,000) | AID 652257;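 active means inhibition above about 21% made by adding two undisclosed values, limit read from the data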
LEDGF integ inh – blocks HIV-1 LEDGF/p75-dependent DNA integration; TR-FRET IN-LEDGF/p75 DNA integration, Eu/Cy5; actives 0.64% (n = 370,000); inhibition, % at 3.7 µM;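 active means inhibition above the screen-wide mean plus 3 SD, cut at about 13% in these data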;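 further: signal is the Cy5 over europium emission ratio at 671 and 618 nm; 0% = plate median of compound wells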
HTRA1 inhibitor – blocks human HTRA1 serine peptidase; inhibition, % at 5.96 µM; actives 0.5% (n = 340,000); recombinant HTRA1, FP-rhodamine activity-based probe, fluorescence polarization; in the data active means inhibition above about 36%;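 further: 0% = enzyme with DMSO and 100% = wells lacking enzyme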
PG9 binder – PG9 antibody binding by small molecule | AID 624416 | TR-FRET gp120-PG9 antibody binding | actives 0.43% (n = 360,000) | inhibition, % at 6.7 µM; in the data active means inhibition above about 8.5%
SIAE inh – blocks human sialic acid acetylesterase; Q9HAT2; SIAE FP-Rh probe binding, fluorescence polarization; inhibition, % at 9.66 µM; actives 0.69% (n = 370,000); AID 1053197;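 active means inhibition above a cutoff: mean of compounds within the control limits plus 3 SD of those, cut at about 17% in these data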;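 further: 0% = plate median of compound wells and 100% = probe without SIAE protein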
Target sequence (Q9HAT2 whole entry, looked up): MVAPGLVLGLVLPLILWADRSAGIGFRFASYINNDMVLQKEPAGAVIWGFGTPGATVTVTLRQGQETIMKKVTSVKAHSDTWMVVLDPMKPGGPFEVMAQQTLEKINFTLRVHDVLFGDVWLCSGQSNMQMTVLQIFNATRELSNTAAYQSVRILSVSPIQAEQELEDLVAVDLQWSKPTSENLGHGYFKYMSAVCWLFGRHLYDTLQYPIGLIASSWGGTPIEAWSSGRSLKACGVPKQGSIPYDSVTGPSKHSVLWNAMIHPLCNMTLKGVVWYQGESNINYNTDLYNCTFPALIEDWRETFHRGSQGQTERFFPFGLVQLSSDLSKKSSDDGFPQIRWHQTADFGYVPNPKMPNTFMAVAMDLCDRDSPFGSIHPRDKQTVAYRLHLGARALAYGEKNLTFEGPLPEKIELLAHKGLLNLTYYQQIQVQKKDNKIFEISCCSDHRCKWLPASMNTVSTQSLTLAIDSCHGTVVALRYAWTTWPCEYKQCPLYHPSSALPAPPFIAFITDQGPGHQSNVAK
DDE Tn7 FP inh – DD(E)-Tn7 binding inhibition, primary FP screen; P02675; FP displacement of FITC-Tn7 peptide from fibrin DD(E); 0% = median of compound wells per plate; inhibition, % at 8.3 µM; actives 0.13% (n = 370,000); AID 720508;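 active means inhibition above the mean of compounds falling within the control limits plus 3 SD of them, cut at about 14% in these data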;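 further: 0% = plate median of compound wells and 100% = 10 µM Aha-Tn7 peptide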
Target sequence (P02675 whole entry, looked up): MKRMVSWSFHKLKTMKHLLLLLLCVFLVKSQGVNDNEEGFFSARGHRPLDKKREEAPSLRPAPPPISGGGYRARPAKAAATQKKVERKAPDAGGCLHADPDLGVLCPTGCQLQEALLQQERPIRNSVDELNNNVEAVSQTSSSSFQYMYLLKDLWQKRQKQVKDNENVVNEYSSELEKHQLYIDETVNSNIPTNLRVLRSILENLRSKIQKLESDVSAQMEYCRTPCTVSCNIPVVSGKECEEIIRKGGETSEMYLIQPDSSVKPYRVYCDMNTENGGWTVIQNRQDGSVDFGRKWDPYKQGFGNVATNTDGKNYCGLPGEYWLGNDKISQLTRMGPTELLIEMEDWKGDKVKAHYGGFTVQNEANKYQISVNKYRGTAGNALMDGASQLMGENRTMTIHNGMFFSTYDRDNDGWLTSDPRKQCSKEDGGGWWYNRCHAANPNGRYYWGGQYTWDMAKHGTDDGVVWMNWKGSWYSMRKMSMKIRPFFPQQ
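Test system – human fibrin DD(E) · Times – 10 min preincubation, 3 h with tracer, room temperature · Detection – fluorescence polarization of the labelled Tn7 tracer · Measure – percent inhibition normalized to high-control wells · Benchmarks – high control wells with 10 µM unlabelled Aha-Tn7 peptide (full inhibition) · Repeats – singlicate testing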
TCR CD3 inh – human TCR-CD3 binding inhibition. TAMRA-labeled TCR probe fluorescence, biochemical. inhibition, % at 9.4 µM. actives 0.37% (n = 360,000); in the data active means inhibition above about 19%;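 further: recombinant mutant TCR 2C K166C tagged with TAMRA read by polarization; 0% = receptor in buffer alone and 100% = receptor with positive control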
ABHD4 inh – inhibits mouse alpha/beta hydrolase domain 4; actives 0.54% (n = 370,000); purified mABHD4, FP-Rh probe fluorescence polarization; Q8VD66; inhibition, % at 8.92 µM;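 active means inhibition exceeding the mean over every tested compound plus 3 SD, cut at about 30% in these data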;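 further: 0% = plate median of compound wells and 100% = S159A mutant with DMSO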
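Doses – 8.92 µM, single dose · Material – wild-type mouse ABHD4 protein · Replication – single well per compound (singlicate) · Measure – percent inhibition of probe binding, normalized to plate controls · Schedule – 45 min compound pre-incubation plus 60 min probe step, 25 °C · Detection – fluorescence polarization with parallel and perpendicular emission, 525/598 nm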
Active calls of the source: *; / = no result given.

SMILES | TDP2 absorb | UHRF1 binding | PRMT1 inh | LEDGF integ inh | HTRA1 inhibitor | PG9 binder | SIAE inh | DDE Tn7 FP inh | TCR CD3 inh | ABHD4 inh
CCOC(=O)CSc1nc(C)c2cccc(C)c2n1 | 0 | 7 | 3 | -3 | -3 | 0.0 | 1 | 1 | -2 | 0
C=CCNC(NC(=O)c1ccccc1)(C(=O)OCC)C(F)(F)F (centres undefined) | -3 | 1 | 2 | -2 | -2 | 0.3 | 1 | 6 | 3 | 4
Cc1ccc(S(=O)(=O)N2CCN(C(=O)Cn3c(=O)cnc4ccccc43)CC2)cc1 | -3 | -1 | -3 | 4 | 4 | 0.1 | -6 | 3 | -2 | 0
N#Cc1ccc(NC(=S)Nc2ccccc2)cc1 | 2 | 0 | 0 | -1 | 8 | -3.1 | 1 | -1 | 1 | 6
COc1ccc(N2CCN(C(=O)c3nc4nc(C)cc(C)n4n3)CC2)cc1 | -9 | -2 | -2 | 0 | 2 | -0.6 | 0 | 6 | 3 | -2
COc1ccc(CNC(=O)COC(=O)c2cc3ccccc3o2)cc1 | 3 | -1 | -1 | 0 | -6 | -0.9 | 4 | 5 | 3 | -3
COc1ccc(N(C(=O)c2snc(C(N)=O)c2N)C(C(=O)NC2CCCCC2)c2ccc(F)cc2)c(OC)c1 (centres undefined) | 13 | 0 | -1 | 0 | -3 | 0.4 | 9 | 2 | -1 | 0
CCN1CCN(Cc2ccc(NC(=O)Nc3cccs3)cc2)CC1 | 4 | 0 | -2 | 0 | 4 | -0.6 | -6 | 1 | -13 | -7
C#CCn1c(O)c(N=NC(=O)CNC(=O)c2cccnc2)c2ccccc21 | 5 | -3 | 1 | -1 | 2 | -7.4 | -2 | 4 | -2 | -9
COCCn1c(SCC(=O)Nc2cc(C)on2)nc2ccccc2c1=O | 5 | 10 | -3 | -1 | 5 | -0.6 | 9 | 6 | 3 | -1
Cc1ccc(OCC(=O)NC(C)c2ccc(Cl)c(Cl)c2)c([N+](=O)[O-])n1 (centres undefined) | 7 | 1 | 2 | 0 | -6 | 1.3 | 9 | -5 | -7 | 0
CCc1ccccc1NC(=O)CN1CCN(C(=O)C(C)NC(=O)c2ccc(Cl)cc2)CC1 (centres undefined) | -19 | 6 | 6 | 5 | 2 | 4.3 | -3 | -5 | -8 | -9
COc1ccccc1OCCCC(=O)Nc1ccc([N+](=O)[O-])cc1Br | -10 | 1 | 0 | -5 | 3 | 0.7 | 9 | 2 | -10 | -3
CC(C)CCNC(=O)c1onc(CSc2ccccc2)c1C(=O)NCCC(C)C | 4 | -2 | 2 | -3 | -29 | -0.6 | -17 | 5 | 3 | -2
Cc1nc(SCc2ccc([N+](=O)[O-])cc2)n[nH]1 | -3 | 0 | -2 | 1 | 1 | -3.8 | -1 | 0 | 4 | 4
COC(=O)CSc1nc(C)cc(C(F)(F)F)c1C#N | -20 | -1 | -1 | -1 | -2 | -4.8 | -4 | 3 | -2 | -5
O=C1CN(C(=O)CNCc2ccc(Cl)cc2)c2ccccc2N1 | 5 | 62* | 4 | -1 | -2 | 2.4 | 3 | -1 | -7 | 5
CCCCNC(=O)/C=C/c1ccc(OC)c(Br)c1 | -8 | -3 | 0 | -2 | 2 | 0.6 | -5 | 9 | 2 | 2
COc1ccc(CNc2ncnc3cc(OC)c(OC)cc23)cc1 | 10 | 1 | 1 | 0 | -2 | -2.2 | 1 | 5 | 1 | 1
Nc1cccc(CCc2ccncc2)c1 | -6 | 0 | -8 | 5 | 6 | -2.0 | 3 | -3 | 0 | 1
CN(CC(=O)NCCc1ccccc1)S(=O)(=O)c1cccs1 | 1 | 11 | 0 | 0 | -3 | -0.7 | -6 | -8 | 0 | -1
Cc1cc2c(NC(=O)Nc3ccc(C(F)(F)F)cc3)cccc2nn1 | 23 | 4 | -1 | 30* | 35 | -1.6 | -25 | -2 | 6 | 109*
O=C(CN1C(=O)C2C3C=CC(C3)C2C1=O)OCC(=O)c1ccc(Br)cc1 (centres undefined) | -12 | -3 | -4 | 3 | 1 | -0.7 | -3 | 1 | 5 | -1
O=C(COc1ccccc1)NCCSc1ccccc1 | 0 | 1 | 0 | 2 | -7 | 2.7 | -3 | -4 | 6 | -5
CCn1ncc(/C=N/O)c1C | 2 | 0 | -1 | -2 | 0 | -1.1 | 0 | -6 | 8 | -4
COc1ccc(N=C2NC(=O)/C(=C/C=C/c3ccccc3)S2)cc1 | 12 | 7 | -2 | 0 | 1 | -1.1 | -2 | -1 | -4 | -5
CCC(CO)Oc1cc(NC(=O)c2ccccc2C)c2ncn(C(C)C)c2c1 (centres undefined) | 19 | 11 | 0 | 5 | -4 | -0.2 | -1 | -2 | 2 | 4
CCOc1ccccc1CN1CCN(Cc2cc3ccccc3[nH]2)CC1CCO (centres undefined) | -5 | 3 | 3 | -5 | 0 | -1.7 | -2 | 2 | 6 | 0
CN1CCCC(OC(=O)c2cc(F)c(F)c(F)c2F)C1 (centres undefined) | 0 | 4 | 4 | -3 | 4 | -1.6 | 0 | 4 | -5 | 2
CCN(CC)S(=O)(=O)c1cc(-c2nn(C)c(=O)c3ccccc23)ccc1C | -1 | -1 | -1 | 1 | -5 | -0.1 | -2 | -1 | 1 | -3
CCCCN(C)CCn1c(=S)[nH]c2ncccc2c1=O | -2 | 3 | 4 | -3 | -3 | 1.2 | 0 | 1 | -8 | 1
Cc1ccc(-n2cc(CN3CCN(c4ccccn4)CC3)c(-c3ccc(F)cc3)n2)cc1 | -7 | 1 | -7 | -2 | 6 | -0.3 | -3 | -2 | 3 | -8
COC(=O)[C@]1(Cc2ccccc2)N[C@H](CN(C)C(=O)C2CCCCC2)[C@@H]2C(=O)N(C)C(=O)[C@@H]21 | -10 | 2 | -4 | -1 | 6 | -1.1 | -3 | -4 | 2 | -1
CC[C@H]1C/C=C\Cc2ccccc2[C@H](C(=O)C[C@@H](O)CC(C)=O)OC1=O | 4 | -1 | -5 | 4 | 1 | 0.2 | 0 | 2 | 8 | -5
CCOc1cc(/C=N/O)ccc1OS(=O)(=O)c1ccc(C)cc1 | -5 | 4 | 4 | 1 | -18 | 2.0 | -6 | -6 | -4 | -12
COc1ccc(CSc2ccc(-c3nc4ccccn4c3NCc3ccccc3)cc2OC)cc1 | 9 | -1 | 4 | -2 | 3 | 4.1 | 11 | 1 | 10 | 11

An excerpt from above, reduced to LEDGF integ inh and TCR CD3 inh.
canonical_smiles	LEDGF integ inh	TCR CD3 inh
CCOC(=O)CSc1nc(C)c2cccc(C)c2n1	-3	-2
Cc1cc2c(NC(=O)Nc3ccc(C(F)(F)F)cc3)cccc2nn1	30*	6

Continuation.
SMILES | TDP2 absorb | UHRF1 binding | PRMT1 inh | LEDGF integ inh | HTRA1 inhibitor | PG9 binder | SIAE inh | DDE Tn7 FP inh | TCR CD3 inh | ABHD4 inh
CCCCC(CC)C(=O)Nc1cccc(SC)c1 (centres undefined) | 10 | 0 | -2 | 0 | -6 | -0.7 | -2 | 4 | -3 | -3
CCN(CC(=O)Nc1ccc(NC(C)=O)cc1)C(=O)COc1ccc2ccccc2c1 | -10 | 1 | 1 | 1 | -9 | 0.5 | 5 | 1 | 0 | 2
O=C(CC1SC(=Nc2cccc3ccccc23)N(Cc2ccccn2)C1=O)Nc1ccccc1Br (centres undefined) | -7 | -3 | -1 | 2 | -17 | -2.1 | -20 | -4 | 4 | -2
CC(C)Oc1cccc(C(=O)C2CCCN(S(=O)(=O)C(C)C)C2)c1 (centres undefined) | -14 | 0 | -5 | -1 | 14 | -1.9 | 3 | -13 | 4 | -5
CCn1c(SC)nc(O)c(C(c2ccc(OC)c(O)c2)c2c(O)nc(SC)n(CC)c2=O)c1=O | 5 | 5 | 8 | -3 | 0 | -0.4 | 27* | -10 | -3 | -3
CS(=O)(=O)c1cccc(S(=O)(=O)N2CCN(c3ccccn3)CC2)c1 | 1 | 3 | 7 | -3 | -2 | 1.7 | -4 | 3 | -9 | -2
O=C(NCC(c1ccco1)N1CCc2ccccc2C1)c1ccc([N+](=O)[O-])cc1 (centres undefined) | 0 | -2 | -1 | -3 | -5 | -2.9 | -4 | 4 | 3 | 4
O=C(c1cccc(Cl)c1)N1CCCc2ccccc21 | -3 | 4 | -1 | 5 | -2 | -3.3 | -3 | -5 | 28* | -1
Cc1ccc(-n2c(COc3ccccc3)n[nH]c2=S)cc1 | 1 | 1 | -1 | 2 | -2 | -0.8 | -8 | -4 | -1 | 0
CC(CN1CCN(C)CC1)OC(=O)c1cccc(F)c1 (centres undefined) | 10 | -1 | -3 | 2 | 6 | -1.7 | -2 | -7 | 7 | -4
Cc1cc(C2C(C#N)=C(N)OC3=C2C(=O)CC(C)(C)C3)c(C)s1 (centres undefined) | 0 | -1 | -1 | -2 | 3 | 1.3 | 3 | 1 | -2 | -8
COC(=O)c1cc2c(c3c4cc(F)ccc4n(S(=O)(=O)c4ccccc4)c13)C(=O)N(Cc1ccccc1)C2 | 3 | -4 | -5 | 3 | / | 0.5 | -8 | -3 | 1 | -4

Rewritten with each value named: three of the compounds above
structure: Nc1cccc(CCc2ccncc2)c1
  TDP2 absorb = -6 | UHRF1 binding = 0 | PRMT1 inh = -8 | LEDGF integ inh = 5 | HTRA1 inhibitor = 6 | PG9 binder = -2.0 | SIAE inh = 3 | DDE Tn7 FP inh = -3 | TCR CD3 inh = 0 | ABHD4 inh = 1
structure: CN(CC(=O)NCCc1ccccc1)S(=O)(=O)c1cccs1
  TDP2 absorb = 1 | UHRF1 binding = 11 | PRMT1 inh = 0 | LEDGF integ inh = 0 | HTRA1 inhibitor = -3 | PG9 binder = -0.7 | SIAE inh = -6 | DDE Tn7 FP inh = -8 | TCR CD3 inh = 0 | ABHD4 inh = -1
structure: Cc1cc2c(NC(=O)Nc3ccc(C(F)(F)F)cc3)cccc2nn1
  TDP2 absorb = 23 | UHRF1 binding = 4 | PRMT1 inh = -1 | LEDGF integ inh = 30* | HTRA1 inhibitor = 35 | PG9 binder = -1.6 | SIAE inh = -25 | DDE Tn7 FP inh = -2 | TCR CD3 inh = 6 | ABHD4 inh = 109*

Next part:
SMILES | TDP2 absorb | UHRF1 binding | PRMT1 inh | LEDGF integ inh | HTRA1 inhibitor | PG9 binder | SIAE inh | DDE Tn7 FP inh | TCR CD3 inh | ABHD4 inh
CSc1ccc(/C=C/C(=O)Nc2ccccc2)cc1 | -2 | 3 | 2 | -2 | -5 | -1.4 | -7 | -1 | -4 | -5
CCOC(=O)CC[C@H]1CC[C@]2(CCCN(C(=O)C3CCCC3)C2)O1 | 7 | 3 | 3 | -5 | / | / | 0 | 0 | / | 1
CC(C)CC1NC(=O)c2cc(Cl)ccc2-n2c1nc1ccccc1c2=O (centres undefined) | 2 | 5 | 1 | 1 | / | -1.7 | 2 | -4 | 4 | -10
CCc1ccc(OCC(=O)N/N=C(\C)c2ccc(O)cc2O)cc1 | 0 | -1 | -2 | -1 | -1 | 0.2 | 7 | 9 | 9 | 9
COC(=O)c1cc(S(=O)(=O)N2CCCC(C)C2)c[nH]1 (centres undefined) | 3 | 0 | 0 | 4 | 10 | -2.0 | 0 | 2 | 4 | 5
